Compound activity as filed in PubChem BioAssay.
TrxR1 substrate: substrates of rat thioredoxin reductase 1; O89049; purified TrxR1 substrate turnover, NADPH consumption readout; Potency, µM (titrated, usually from 114 µM), without a hit: top-dose activity change, negative = substrate turnover; 390,000 tested, 0.01% active; AID 588456; further: on the % scale 0 is the no-effect control and ±100 the full control effect; nearly all actives have a fitted effect of over 50% in size
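Rat TrxR1, dispensed at 90 nM, was prereduced with 400 uM NADPH (final) for 5 min at ~22 deg C, then incubated with compound 15 min before 400 uM selenite. A first-read NADPH fluorescence drop versus no-compound background flagged substrates.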
USP1 inh: inhibitors of human USP1/UAF1 deubiquitinase | O94782 | recombinant USP1/UAF1, Ub-Rhodamine cleavage fluorescence | Potency, µM (titrated, usually from 57.1 µM), for inactives: at the highest dose activity change, negative = inhibition, hits mostly inhibitors | 390,000 tested, 0.23% active | AID 743255; further: on the % scale 0 is the no-effect control and ±100 the full control effect; nearly all actives have a fitted effect of over 60% in size; inactives centre near -12
Target sequence (O94782 whole entry, looked up): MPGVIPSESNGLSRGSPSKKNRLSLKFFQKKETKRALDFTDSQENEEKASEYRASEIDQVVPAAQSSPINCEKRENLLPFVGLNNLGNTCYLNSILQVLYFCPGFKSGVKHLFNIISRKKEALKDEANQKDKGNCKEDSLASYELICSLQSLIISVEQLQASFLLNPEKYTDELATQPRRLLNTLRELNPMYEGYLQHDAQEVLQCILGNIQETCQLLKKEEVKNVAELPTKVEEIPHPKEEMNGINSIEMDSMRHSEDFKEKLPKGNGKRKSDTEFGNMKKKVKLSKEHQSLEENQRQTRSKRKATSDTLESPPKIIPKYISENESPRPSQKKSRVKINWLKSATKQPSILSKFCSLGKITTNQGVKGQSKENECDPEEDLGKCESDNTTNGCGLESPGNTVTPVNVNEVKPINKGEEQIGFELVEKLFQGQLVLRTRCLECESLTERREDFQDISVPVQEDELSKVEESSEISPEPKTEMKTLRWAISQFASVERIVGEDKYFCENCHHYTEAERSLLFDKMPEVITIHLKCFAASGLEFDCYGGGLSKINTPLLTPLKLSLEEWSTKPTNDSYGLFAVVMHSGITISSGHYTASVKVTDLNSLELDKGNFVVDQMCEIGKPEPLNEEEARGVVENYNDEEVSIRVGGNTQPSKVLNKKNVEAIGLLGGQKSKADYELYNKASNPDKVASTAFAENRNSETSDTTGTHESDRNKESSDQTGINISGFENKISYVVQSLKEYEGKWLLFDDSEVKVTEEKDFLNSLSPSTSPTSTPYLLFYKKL
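USP1/UAF1 complex (1 nM) preincubated 15 min at room temperature with compound, then Ub-Rho substrate (150 nM final) added. Kinetic fluorescence at 480/540 nm over 6 reads at 60 s intervals; 50 mM HEPES pH 7.8, 0.5 mM EDTA, 0.1 mg/ml BSA, 1 mM TCEP, 0.01% Tween-20.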
TrxR1 inh: blocks rat thioredoxin reductase 1. O89049. recombinant rTrxR1, NADPH fluorescence consumption, selenite substrate. Potency, µM (highest dose often 114 µM), inactives show top-dose activity change, negative = inhibition, hits mostly inhibitors. 390,000 tested, 1% active. AID 588453; further: on the % scale 0 is the no-effect control and ±100 the full control effect; nearly all actives have a fitted effect of over 65% in size
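Rat TrxR1 (90 nM in the dispensed reagent) was pre-reduced with 400 uM NADPH for 5 min at room temperature, then incubated with compound for 15 min. After 400 uM selenite was added, NADPH fluorescence (Ex 340/Em 450 nm) was followed for 8 min.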
RGS4 inh: human RGS4 inhibition | P49798 | Transcreener GDP fluorescence polarization, RGS4-accelerated GTP hydrolysis | Potency, µM (top dose mostly 114 µM), without a hit: at the top dose activity change, negative = inhibition, hits mostly inhibitors | 390,000 tested, 0.039% active | AID 504845; further: on the % scale 0 is the no-effect control and ±100 the full control effect; nearly all actives have a fitted effect of over 75% in size; some results filed as inactive show a strong effect at the top dose
Target sequence (P49798 whole entry, looked up): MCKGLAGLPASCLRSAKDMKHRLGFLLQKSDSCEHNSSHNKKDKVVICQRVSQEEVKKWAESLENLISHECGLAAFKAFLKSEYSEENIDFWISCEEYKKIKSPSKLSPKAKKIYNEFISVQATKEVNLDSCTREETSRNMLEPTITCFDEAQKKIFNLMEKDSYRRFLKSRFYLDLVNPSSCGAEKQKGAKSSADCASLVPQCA
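MLSMR compounds (23 nl, pin-transferred) preincubated 10 min at room temperature with a 500nM (2x) first reagent, then RGS4 at 900nM (2x) plus Transcreener GDP mix added; fluorescence polarization (620/688 nm) read before and after 90 min at 30 °C.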
IDH1 R132H inh: human IDH1 R132H inhibition; Potency, µM (series often up to 76.6 µM), without a hit: top-dose activity change, negative = inhibition, usual class: inhibitors; O75874; IDH1-R132H enzyme, NADPH consumption, diaphorase/resazurin fluorescence; 390,000 tested, 0.093% active; further: on the % scale 0 is the no-effect control and ±100 the full control effect; nearly all actives have a fitted effect of over 65% in size
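IDH1-R132H (0.5 ug/mL dispensed) in pH 7.5 Tris buffer was preincubated 30 min with compound, then given a substrate mix of 0.016 mM NADPH and 2 mM alpha-KG for 80 min at room temperature; remaining NADPH was read by diaphorase/resazurin fluorescence.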
Vif-APOBEC3G blk: blocks the Vif interaction with human APOBEC3G. Q9HC16. HeLa A3G-eYFP + Vif (tagged APOBEC3G with the HIV-1 protein that degrades it), YFP fluorescence, overnight. Potency, µM (doses to about 46.1 µM), without a hit: at the highest dose activity, negative = active, usual class: inhibitors. 410,000 tested, 0.076% active;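 further: on the % scale 0 is the no-effect control and ±100 the full control effect; nearly all actives have a fitted effect of over 60% in size; hits raise eYFP signal because A3G escapes Vif-driven loss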
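HeLa cells stably expressing Vif and C-terminally eYFP-tagged A3G, seeded overnight at 37 deg C, then exposed to compound by pintool overnight at 37 deg C. Rise in yellow fluorescence (Ex 488/Em 500-530, Acumen) marks blocked Vif-driven A3G degradation.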
Vif-A3F inh: inhibitors of Vif-A3F interaction | AID 602313 | HeLa A3F-eYFP + Vif (tagged APOBEC3F with the HIV-1 protein that degrades it), YFP fluorescence increase | Potency, µM (doses to about 46.1 µM), for inactives: top-dose activity, negative = active | 390,000 tested, 0.2% active; further: % of control where 0% means no effect; nearly all actives have a fitted effect of over 65% in size
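HeLa cells stably expressing Vif plus C-terminally eYFP-tagged A3F were seeded, incubated overnight at 37 deg C, dosed with compound, incubated overnight again at 37 deg C. Yellow fluorescence (Ex 488/Em 500-530) reported blocked Vif-mediated A3F-eYFP degradation.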
RXFP1 agonist: RXFP1 (human) receptor agonism; Q9HBX9; HEK293T-RXFP1 cAMP TR-FRET, 30 min; response scale: percent of porcine relaxin response, buffer zero; Potency, µM (highest dose often 57.5 µM), for inactives: at the top dose activation, most hits filed as activators; 370,000 tested, 0.3% active; further: on the % scale 0 is the no-effect control and ±100 the full control effect; nearly all actives have a fitted effect of over 60% in size; many of its hits are not listed in these tables
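HEK293T cells stably expressing RXFP1 were pretreated with the PDE4 inhibitor Ro 20174, exposed to compounds for 30 min at 37C, lysed, and cAMP was read by TR-FRET. Data normalized to buffer (basal) and 29 nM porcine relaxin (100%).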
ALOX12 inh: blocks human arachidonate 12S-lipoxygenase; P18054; purified 12hLO, xylenol orange hydroperoxide absorbance; Potency, µM (series often up to 108 µM), inactives show at the highest dose activity change, negative = inhibition, usual class: inhibitors; 580,000 tested, 1.1% active; further: on the % scale 0 is the no-effect control and ±100 the full control effect
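Hydroperoxide product was detected by ferrous iron/xylenol orange as the 573 to 405 nm absorbance ratio. Arachidonic acid at 40 uM (final) was turned over for 30 min at room temperature by 150 nM human 12hLO, pH 7.0 Hepes buffer, after 15 min compound preincubation.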
The depositor's hits bear a star; [ ] = dose if it differs, or a comment. The call rests on the fitted dose curve; in most records, active means well fitted curve in the direction sought with a large enough effect; inconclusive means small, poorly fitted or top-dose-only effect, or another doubt; inactive means no such curve, though single readings can be large; an effect the other way counts as inactive or inconclusive. Potency means the concentration at half of the fitted maximal effect. An excerpt. The share of hits here may be higher or lower than overall.

Cn1c(NCc2cccs2)nc2ccccc21 was read as TrxR1 substrate 8%[57.1 µM], USP1 inh -13%, TrxR1 inh 15%, RGS4 inh -11%, IDH1 R132H inh 8%, Vif-APOBEC3G blk -1%, Vif-A3F inh 7%, RXFP1 agonist 1.2% and ALOX12 inh -9%.
Screening CCCC(=O)Nc1ccc2nc(SCC(=O)Nc3nccs3)sc2c1 returned TrxR1 substrate 6%[57.1 µM], USP1 inh -8%, TrxR1 inh 19%, RGS4 inh -16%, IDH1 R132H inh 11%, Vif-APOBEC3G blk -3%, Vif-A3F inh 6%, RXFP1 agonist 0.0% and ALOX12 inh -24%.
CCOc1ccccc1NC(=O)C(C)N1C(=O)c2ccccc2S1(=O)=O (stereo not given) was read as TrxR1 substrate -7%, USP1 inh 0%, TrxR1 inh -25%, RGS4 inh -3%, IDH1 R132H inh 9%, Vif-APOBEC3G blk 1%, Vif-A3F inh -1%, RXFP1 agonist -0.7% and ALOX12 inh -20%.
`COC(=O)c1cc(NC(=O)CN2CCc3cc4c(cc3C2)OCCCO4)cc(C(=O)OC)c1` gave TrxR1 substrate 4%, USP1 inh -13%, TrxR1 inh 13%, RGS4 inh -14%, IDH1 R132H inh -2%, Vif-APOBEC3G blk -3%, Vif-A3F inh 2%, RXFP1 agonist 1.7% and ALOX12 inh 13%.
For Cc1cccc(NC(=O)CSc2nc(=O)n(Cc3cccnc3)c3c2CCC3)c1 the results were TrxR1 substrate -3%[57.1 µM], USP1 inh 2%, TrxR1 inh 9%[57.1 µM], RGS4 inh 26%, IDH1 R132H inh -1%, Vif-APOBEC3G blk 2%, Vif-A3F inh 3%, RXFP1 agonist -1.8% and ALOX12 inh -22%.
For COc1ccc(S(=O)(=O)N2CCCOC2CNC(=O)C(=O)NCc2cccnc2)cc1 (stereo not given) the results were TrxR1 substrate 4%, USP1 inh -4%, TrxR1 inh 4%, RGS4 inh 2%, IDH1 R132H inh 2%, Vif-APOBEC3G blk 1%, Vif-A3F inh 3%, RXFP1 agonist 0.1% and ALOX12 inh -7%.
For CCCCCn1c(=O)[nH]c2cc(C(=O)NCCN3CCCCC3C)ccc2c1=O (stereo not given) the results were TrxR1 substrate 6%[57.1 µM], USP1 inh 3%, TrxR1 inh 12%[57.1 µM], RGS4 inh -14%, IDH1 R132H inh 2%, Vif-APOBEC3G blk -1%, Vif-A3F inh 5% and RXFP1 agonist 4.2%.
`CSCCC(=O)Nc1cc(S(=O)(=O)N2CCOCC2)ccc1N1CCN(C)CC1` gave TrxR1 substrate -4%[57.1 µM], USP1 inh -16%, TrxR1 inh 2%[57.1 µM], RGS4 inh 28%, IDH1 R132H inh -12%, Vif-APOBEC3G blk 0%, Vif-A3F inh -9%, RXFP1 agonist 3.3% and ALOX12 inh -2%.
Screening CNC(=S)NCCc1cc2c(OC)ccc(OC)c2[nH]c1=O returned TrxR1 substrate -4%, USP1 inh -15%, TrxR1 inh 3%, RGS4 inh inconclusive, IDH1 R132H inh -5%, Vif-APOBEC3G blk 1%, Vif-A3F inh 0%, RXFP1 agonist 2.6% and ALOX12 inh inconclusive.
For CC1CCC(NC(=O)C(NS(=O)(=O)c2ccc(Br)cc2)C(C)C)CC1 (stereo not given) the results were USP1 inh -16%, IDH1 R132H inh 0%, Vif-APOBEC3G blk -1%, Vif-A3F inh -1% and ALOX12 inh 14%.
Screening Cc1cccc(NC(=O)CSc2ncc(-c3ccccc3)[nH]2)c1C returned TrxR1 substrate -7%, USP1 inh 2%, TrxR1 inh 8%, RGS4 inh 13%, IDH1 R132H inh 0%, Vif-APOBEC3G blk 1%, Vif-A3F inh 0%, RXFP1 agonist -1.2% and ALOX12 inh -61%.
O=C(NNS(=O)(=O)c1ccc(F)cc1)c1ccccc1O was read as TrxR1 substrate 2%, USP1 inh -16%, TrxR1 inh 4%, RGS4 inh -11%, IDH1 R132H inh 3%, Vif-APOBEC3G blk -8%, Vif-A3F inh -8%, RXFP1 agonist 0.5% and ALOX12 inh 0%.
Screening CN(C)c1cccc(N(C)C)c1CNC(=O)NC(=O)c1c(F)cccc1F returned TrxR1 substrate 1%, USP1 inh -22%, TrxR1 inh 30%, RGS4 inh -22%, IDH1 R132H inh 15%, Vif-APOBEC3G blk -1%, Vif-A3F inh -6%, RXFP1 agonist 0.8% and ALOX12 inh -68%.
O=C(CNC(=O)c1ccco1)OCN1C(=O)c2ccccc2C1=O was read as TrxR1 substrate 12%, USP1 inh -9%, TrxR1 inh 15%, RGS4 inh -21%, IDH1 R132H inh 3%, Vif-APOBEC3G blk 4%, Vif-A3F inh -2%, RXFP1 agonist 1.1% and ALOX12 inh 7%.
O=C(c1cnc2sccn2c1=O)N1CCc2ccccc2C1 was read as TrxR1 substrate 9%[57.1 µM], USP1 inh inconclusive, TrxR1 inh 5%[57.1 µM], RGS4 inh -15%, IDH1 R132H inh 9%, Vif-APOBEC3G blk 0%, Vif-A3F inh 3%, RXFP1 agonist 4.0% and ALOX12 inh inconclusive.

Next section (three carried over from the part before).
Screening CN(C)c1cccc(N(C)C)c1CNC(=O)NC(=O)c1c(F)cccc1F returned TrxR1 substrate 1%, USP1 inh -22%, TrxR1 inh 30%, RGS4 inh -22%, IDH1 R132H inh 15%, Vif-APOBEC3G blk -1%, Vif-A3F inh -6%, RXFP1 agonist 0.8% and ALOX12 inh -68%.
O=C(CNC(=O)c1ccco1)OCN1C(=O)c2ccccc2C1=O was read as TrxR1 substrate 12%, USP1 inh -9%, TrxR1 inh 15%, RGS4 inh -21%, IDH1 R132H inh 3%, Vif-APOBEC3G blk 4%, Vif-A3F inh -2%, RXFP1 agonist 1.1% and ALOX12 inh 7%.
O=C(c1cnc2sccn2c1=O)N1CCc2ccccc2C1 was read as TrxR1 substrate 9%[57.1 µM], USP1 inh inconclusive, TrxR1 inh 5%[57.1 µM], RGS4 inh -15%, IDH1 R132H inh 9%, Vif-APOBEC3G blk 0%, Vif-A3F inh 3%, RXFP1 agonist 4.0% and ALOX12 inh inconclusive.
COc1cc2c(cc1NC(=O)CSc1ccccc1)oc1ccccc12 was read as TrxR1 substrate 7%, USP1 inh -27%, TrxR1 inh 10%, RGS4 inh -46%, IDH1 R132H inh 0%, Vif-APOBEC3G blk -6%, Vif-A3F inh 3%, RXFP1 agonist 2.1% and ALOX12 inh -9%.
Screening O=C(COC(=O)c1cc[n+]([O-])cc1)Nc1ccc(Br)cc1 returned TrxR1 substrate 3%, USP1 inh -21%, TrxR1 inh 9%, RGS4 inh 16%, IDH1 R132H inh -1%, Vif-APOBEC3G blk 2%, Vif-A3F inh -7%, RXFP1 agonist 2.7% and ALOX12 inh 3%.
`Cc1ccc(OCC(=O)NCCO)cc1C` gave TrxR1 substrate 10%[57.1 µM], USP1 inh -3%, TrxR1 inh 0%, RGS4 inh 5%, IDH1 R132H inh 3%, Vif-APOBEC3G blk -6%, Vif-A3F inh -3%, RXFP1 agonist -0.8% and ALOX12 inh -6%.
Screening C/C(=N\N(Cc1ccccc1)c1ccccc1)c1cccnc1 returned TrxR1 substrate 1%, USP1 inh -23%, TrxR1 inh 20%, RGS4 inh 10%, IDH1 R132H inh 10%, Vif-APOBEC3G blk 1%, Vif-A3F inh -4%, RXFP1 agonist 1.9% and ALOX12 inh inconclusive.
Screening Cc1ccc(-n2nc(CO)c(C(=O)NC(C)CCCc3ccccc3)n2)cc1 (stereo not given) returned TrxR1 substrate 5%, USP1 inh -18%, TrxR1 inh 24%, RGS4 inh 7%, IDH1 R132H inh 0%, Vif-APOBEC3G blk 7%, Vif-A3F inh 1%, RXFP1 agonist -1.8% and ALOX12 inh -12%.
Screening COc1ccc(C(CNC(=O)c2cc(C)oc2C)N2CCOCC2)cc1 (stereo not given) returned TrxR1 substrate 14%, USP1 inh -10%, TrxR1 inh inconclusive, RGS4 inh 12%, IDH1 R132H inh 7%, Vif-APOBEC3G blk -7%, Vif-A3F inh -1%, RXFP1 agonist 1.0% and ALOX12 inh -15%.
`c1ccc(-n2cnc3ccccc32)nc1` gave TrxR1 substrate 8%[57.1 µM], USP1 inh -13%, TrxR1 inh 19%[57.1 µM], RGS4 inh 6%, IDH1 R132H inh 5%, Vif-APOBEC3G blk 3%, Vif-A3F inh 3%, RXFP1 agonist 4.7% and ALOX12 inh 0%.
COc1ccccc1OCc1nnc(SCC(=O)NCc2ccco2)n1-c1ccccc1 was read as TrxR1 substrate 3%, USP1 inh 6%, TrxR1 inh -18%[57.1 µM], RGS4 inh 3%, IDH1 R132H inh 4%, Vif-APOBEC3G blk -1%, Vif-A3F inh -2%, RXFP1 agonist -0.4% and ALOX12 inh -10%.
